Screening data deposited in PubChem by several laboratories.
MEKK3 PB1 HTS: modulators (inhibitors or enhancers) of MEK5 binding to human MEKK3 PB1 domain; 290,000 compounds, 1.4% hits; binding response (% of control), % at 10 µM; bead-based flow cytometry, Alexa488-MEK5 binding to MEKK3; actives lie on both sides; 0 = blocked by unlabeled MEK5, 100 = vehicle; AID 1529;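 active = binding response more than 3 SD above or below the average of its plate-row segment, actives on both sides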;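 note: Alexa488 bead fluorescence after subtracting the streptavidin-only scavenger bead signal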
NALP1 inh: NALP1 inhibition | S. cerevisiae NALP1/ASC/caspase-1 growth, X-gal OD620, 72 h | inhibition, % at 10 µM | 280,000 compounds, 0.61% hits | AID 2071; in the data active = inhibition mostly above about 24%, no sharp cut-off; inactive = mostly below about 32%; note: some compounds called inactive have numbers as strong as hits
MEKK2 mut-MEK5: signal of MEK5 binding to mutant human MEKK2 PB1 domain. bead flow cytometry, Alexa488-MEK5 binding to MEKK2 mutant. 290,000 compounds, 0.35% hits. percent response, % at 10 µM; in the data active = percent response above about 24%, passing the limit was not always enough; note: inactives centre near 1; some results filed as inactive read as strong as hits; reference of the scale not given here
MEKK2wt PB1 HTS: raises or lowers MEK5 binding to wildtype human MEKK2 PB1 domain; Q9Y2U5; bead flow cytometry, Alexa488-MEK5 binding to MEKK2 WT; actives lie on both sides; binding response (% of control), % at 10 µM; 290,000 compounds, 1.1% hits; in the data active = binding response below about 67% or above about 130%
GPR7 antag: antagonists of human GPR7 (neuropeptides B/W receptor 1). P48145. GPR7-expressing cells, fluorescence antagonist assay. 290,000 compounds, 1.1% hits. inhibition, % at 4.4 µM. AID 1861; in the data active = inhibition above about 16%, passing the limit was not always enough;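 note: cells stimulated with the agonist NPW; 0% = agonist with vehicle and 100% = vehicle without agonist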
PHOSPHO1 inh: blocks human PHOSPHO1 phosphatase activity. 290,000 compounds, 1.1% hits. Q8TCT1. inhibition, % at 13.3 µM. recombinant PHOSPHO1, absorbance phosphatase assay. AID 1565; in the data active = inhibition above about 60%
Target sequence (Q8TCT1 whole entry, looked up): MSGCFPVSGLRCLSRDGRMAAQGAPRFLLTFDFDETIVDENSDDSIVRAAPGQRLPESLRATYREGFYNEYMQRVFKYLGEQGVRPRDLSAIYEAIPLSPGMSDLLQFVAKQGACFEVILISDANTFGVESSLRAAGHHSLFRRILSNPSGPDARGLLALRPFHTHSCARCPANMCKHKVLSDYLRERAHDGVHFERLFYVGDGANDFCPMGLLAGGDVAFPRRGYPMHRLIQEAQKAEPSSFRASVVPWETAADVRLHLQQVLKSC
OXTR agonist: human OXTR agonism. P30559. CHO-OTR cells, Fluo-8 calcium fluorescence; normalized: DMSO 0%, oxytocin 100%. activation, % at 3 µM. 320,000 compounds, 0.32% hits. AID 2435;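 active = activation above the mean of all tested compounds plus 3 SD, cutoff set per screening run, cut at about 20% in these data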;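 note: peak over basal fluorescence ratio from a 100 s FLIPR kinetic read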
Target sequence (P30559 whole entry, looked up): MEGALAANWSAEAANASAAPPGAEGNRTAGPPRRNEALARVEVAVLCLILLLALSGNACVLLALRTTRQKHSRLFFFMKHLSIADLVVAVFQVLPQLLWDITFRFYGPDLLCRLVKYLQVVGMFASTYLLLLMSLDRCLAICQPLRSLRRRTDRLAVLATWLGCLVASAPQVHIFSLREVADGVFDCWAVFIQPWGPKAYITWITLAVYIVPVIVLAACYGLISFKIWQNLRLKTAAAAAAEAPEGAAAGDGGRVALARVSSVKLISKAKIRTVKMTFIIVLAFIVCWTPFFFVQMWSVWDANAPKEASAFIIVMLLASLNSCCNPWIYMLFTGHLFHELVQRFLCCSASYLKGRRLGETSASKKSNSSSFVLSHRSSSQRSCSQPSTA
GalR3 antagonist: human GalR3 antagonism; HEK293 GalR3-CNG cAMP membrane potential fluorescence; galR3 body fused to GalR1 C-terminus; inhibition, % at 3 µM; AID 651719; O60755; 360,000 compounds, 0.44% hits;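 active = inhibition above the screen-wide average plus 3 SD, cut at about 13% in these data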;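 note: forskolin and galanin both at EC90 stimulate the cells; cAMP rise reported by CNG channel membrane potential dye signal; 0% = forskolin plus galanin with DMSO and 100% = forskolin alone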
Target sequence (O60755 1-299 limits assumed): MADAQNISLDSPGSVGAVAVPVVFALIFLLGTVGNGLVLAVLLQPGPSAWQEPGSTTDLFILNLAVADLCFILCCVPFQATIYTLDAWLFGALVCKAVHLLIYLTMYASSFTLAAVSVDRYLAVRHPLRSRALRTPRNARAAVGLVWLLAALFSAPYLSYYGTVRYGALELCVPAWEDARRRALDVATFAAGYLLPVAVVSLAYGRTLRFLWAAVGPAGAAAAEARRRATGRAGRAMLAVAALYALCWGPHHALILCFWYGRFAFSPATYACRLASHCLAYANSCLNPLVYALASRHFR
V1R ag counter: activates human V1a receptor in oxytocin agonist counter-screen | P37288 | CHO-V1R cells, Fluo-8 calcium fluorescence, agonist mode; 0% DMSO, 100% 3 nM vasopressin | activation, % at 3 µM | 320,000 compounds, 0.25% hits;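 active = activation above the mean activation of all tested compounds plus 3 SD, per screening run, cut at about 20% in these data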;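 note: signal is peak over basal fluorescence ratio across a 100 second FLIPR read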
* marks the source's active call; other numbers are inactive results; / = not tested or not shown; [ ] = dose if it differs, or a comment. No enrichment for hits. Share with any hit: about 5.4%.

item	Molecule	MEKK3 PB1 HTS	NALP1 inh	MEKK2 mut-MEK5	MEKK2wt PB1 HTS	GPR7 antag	PHOSPHO1 inh	OXTR agonist	GalR3 antagonist	V1R ag counter
1	O=C(CCSc1ccccc1)N1CCN(C(=O)c2ccco2)CC1	95	9	-2	98	-16	-14	0.3	4	0.6
2	CC(C)(C)NC(=O)C(c1ccco1)N(C(=O)Cn1nnc(-c2ccc(F)cc2)n1)c1cccc(F)c1 (configuration not stated)	/	-4	/	/	-4	-23	-0.4	-8	-0.1
3	COc1ccc(Br)cc1-c1noc(-c2ccccc2)n1	96	22	-10	95	-1	-20	-0.1	-6	0.3
4	CCOC(=O)c1c(C)c(C(=O)NCCN2CCOCC2)c(C)n1CC	106	14	6	105	-8	29	0.4	-6	-0.4
5	O=C(/C=C/c1ccco1)Nc1ccc(-c2nc3ccccc3[nH]2)cc1	35*[inhibitor]	34	-5	47*[inhibitor]	-4	-21	0.2	3	-0.1
6	C=CCN1C(=O)/C(=C2/Sc3ccccc3N2C)SC1=Nc1ccccc1C	104	-8	1	105	-11	-72	0.2	4	-0.2
7	COC(=O)c1ccccc1NC(=O)c1onc(C)c1Cl	100	13	-1	97	-12	36	/	-16	/
8	CCOC(=O)CSc1nsc(SCC(=O)OCC)c1C#N	108	14	5	99	16	-6	0.7	-8	1.9
9	Cc1ccc(CCNC(=O)c2ccc3nc4ccc(Cl)cc4c(=O)n3c2)cc1	104	18	2	105	-10	36	1.2	-9	1.3
10	CCCC(=O)C1=C(O)C(C(=O)OC)C(C)(C)CC1=Nc1ccc(Br)cc1 (configuration not stated)	89	26	-18	83	-16	6	-2.6	-6	-0.4
11	Clc1ccc(OCCCc2nc(-c3cccnc3)no2)c(Cl)c1	105	5	6	109	4	21	-0.2	-9	0.8
12	CCc1nnc(NC(=O)CSc2nnnn2C)s1	102	-17	-4	99	-18	20	0.8	-5	0.3
13	Cc1cccc(N2C(=NC(=O)c3ccccc3)SC3CS(=O)(=O)CC32)c1 (configuration not stated)	101	6	7	104	-3	8	0.1	1	1.0
14	CCSc1nnc(NC(=O)C(CC)Oc2ccccc2)s1 (configuration not stated)	103	20	-1	105	-10	17	-0.3	-7	1.6
15	COc1cccc(-c2nn(-c3ccccc3)cc2CN(C)C(C)c2ccon2)c1 (configuration not stated)	97	-5	-6	89	0	37	-0.6	-6	0.6
16	O=C1C(C=Nc2ccccc2O)=C(O)c2ccccc21	98	-11	-1	94	15	35	1.8	-9	2.5
17	Cc1cc(C)cc(NC(N)=S)c1	96	5	1	94	-5	1	-0.4	-3	0.3
18	O=C(COc1ccccc1Cl)Nc1ccc(N2CCCC2)cc1	103	21	2	102	12	8	-0.3	-5	-0.4
19	C[C@H](NC(=O)N1CCn2c1nc1ccccc12)C(=O)NC1CCCCC1	108	9	2	102	-16	23	-2.3	-7	0.0
20	CCOC(=O)c1c(NC(=O)C(C)N2CCN(S(=O)(=O)c3cccs3)CC2)sc2c1CCC(C)C2 (configuration not stated)	116	37	0	100	-8	0	0.6	-5	-0.2
21	CN(C)CCNC(=O)C1CC(=O)N(c2ccc(F)c(Cl)c2)C1 (configuration not stated)	104	-5	5	106	4	14	1.1	-5	0.0
22	CCOC(=O)c1csc(COc2ccc(OC)cc2)n1	101	/	-1	100	10	12	-0.5	-2	0.3
23	C/C(=N\N1CCN(c2ccccc2)CC1)c1ccco1	103	41	-2	104	-9	3	-0.1	-1	0.1
24	COc1ccccc1NC(=O)NNC(=O)CN1C(=O)COc2ccccc21	98	17	0	103	4	26	-0.6	-9	1.3
25	Nc1cc(C(=O)O)ccc1Sc1ccccc1C(=O)O	97	3	-3	97	-2	63*	0.2	-11	-0.3
26	CCC1CCCCN1C(=S)Nc1cccc(S(=O)(=O)N(C)C)c1 (configuration not stated)	101	14	-4	99	-18	32	0.9	1	1.1
27	COc1ccc(-n2c(=O)cc(N3CC(C)OC(C)C3)[nH]c2=O)cc1 (configuration not stated)	104	-3	0	104	-11	30	-0.1	-6	2.0
28	CSc1cccc(NC(=O)C2C3C=CC4(O3)C2C(=O)N(CCCN2CCOCC2)C4C(=O)NC2CCCCC2)c1 (configuration not stated)	103	24	2	105	-3	-2	-0.1	-8	-0.8
29	Cc1ccc(Cl)cc1N1CCN(S(=O)(=O)c2cc3c(cc2C)NC(=O)CO3)CC1	102	6	-2	92	-9	23	-0.8	/	0.6
30	CC(C)C(OC(=O)c1cc2sccc2n1C)C(=O)NCC1CCCO1 (configuration not stated)	1.0*[inhibitor]	5	-26	-2.0*[inhibitor]	-4	7	-0.9	-5	-0.3

4 entries from above, sorted by formula weight, rising:
item	Molecule	MEKK3 PB1 HTS	NALP1 inh	MEKK2 mut-MEK5	MEKK2wt PB1 HTS	GPR7 antag	PHOSPHO1 inh	OXTR agonist	GalR3 antagonist	V1R ag counter
7	COC(=O)c1ccccc1NC(=O)c1onc(C)c1Cl	100	13	-1	97	-12	36	/	-16	/
11	Clc1ccc(OCCCc2nc(-c3cccnc3)no2)c(Cl)c1	105	5	6	109	4	21	-0.2	-9	0.8
15	COc1cccc(-c2nn(-c3ccccc3)cc2CN(C)C(C)c2ccon2)c1 (configuration not stated)	97	-5	-6	89	0	37	-0.6	-6	0.6
29	Cc1ccc(Cl)cc1N1CCN(S(=O)(=O)c2cc3c(cc2C)NC(=O)CO3)CC1	102	6	-2	92	-9	23	-0.8	/	0.6

More structures follow.
item	Molecule	MEKK3 PB1 HTS	NALP1 inh	MEKK2 mut-MEK5	MEKK2wt PB1 HTS	GPR7 antag	PHOSPHO1 inh	OXTR agonist	GalR3 antagonist	V1R ag counter
31	O=C(N/C(=C/c1ccco1)C(=O)N1CCOCC1)c1cccs1	93	16	-9	85	-3	41	0.5	6	0.6
32	CC1(C)CC(=O)C=C(NNC(=O)OC(C)(C)C)C1	106	19	4	107	-7	-3	0.5	0	0.9
33	CCc1nnc(NC(=O)CSc2nccn2-c2cccc(C)c2)s1	98	22	1	99	5	15	-1.1	/	2.7
34	O=C(C1CCC(=O)N(C2CCCC2)C1)N1CCN(c2ccccc2Cl)CC1 (configuration not stated)	99	14	-7	98	12	12	1.1	0	1.9
35	OCCCNc1ncnc2sc3c(c12)CCN(Cc1ccccc1)C3	105	-30	10	112	2	25	0.6	-5	0.0
36	NS(=O)(=O)c1cc2c(cc1Cl)NCNS2(=O)=O	91	26	4	96	-10	-1	-0.3	/	0.7
37	CNC(=O)COC(=O)c1ccc(NC(=O)CC#N)cc1	106	12	3	105	-7	-12	0.7	-4	0.4
38	CCN1CC(CN(C)Cc2nc(-c3ccc(OC)c4ccccc34)oc2C)CC1=O (configuration not stated)	101	-5	-5	96	3	45	-0.7	-2	-0.4
39	Nc1ccc(C(=O)N/N=C/c2sc(N3CCOCC3)nc2-c2ccccc2)cc1	97	8	-1	97	-15	-20	-0.8	-1	1.3
40	N/C(=N\OC(=O)COc1ccc(Cl)cc1Cl)c1cccnc1	97	38	-1	100	-9	-3	-0.7	-1	0.6
41	COc1ccccc1OCc1nnc(SCC(=O)Nc2nnc(C3CC3)s2)n1C	100	2	-1	101	-2	52	-0.8	-8	-0.3
42	COc1ccc(C2=NN(C(=O)c3ccccc3)C(c3ccc(OC)c(OC)c3)C2)c(O)c1 (configuration not stated)	99	11	-2	98	-19	-3	/	-9	/
43	CC(C(=O)N1c2ccccc2Sc2ccccc21)n1nnc(-c2cccs2)n1 (configuration not stated)	85	22	-13	88	-6	-34	-0.3	-2	0.2
44	Oc1ccc(NCc2cccc(OCc3ccccc3)c2)cc1	104	-1	1	104	-5	37	-2.5	-5	-1.5
45	CCC(=O)Nc1ccccc1-c1nc2ccccc2[nH]c1=O	103	6	7	106	-3	39	/	-7	/
46	Cc1c(Cl)cccc1N(CC(=O)NC(C)c1ccccc1)S(C)(=O)=O (configuration not stated)	99	8	7	101	-9	-3	-0.7	-9	0.8
47	O=C(COc1ccc2c3c(c(=O)oc2c1)CCCC3)NCc1ccccn1	102	-4	0	100	-12	-6	1.4	2	2.4
48	CCN(c1ccccc1)S(=O)(=O)c1nnc(NC(=O)C(C)C)s1	107	20	4	109	0	20	0.4	-8	0.3
49	CS(=O)(=O)N(CC(=O)N1CCOCC1)c1ccccc1	103	-3	2	104	-2	14	0.2	-3	4.9
50	CCOCCn1c(N2CCN(c3ccccc3)CC2)nc2c1c(=O)n(C)c(=O)n2C	103	16	-1	106	-8	0	-0.3	-4	0.9
51	Cc1ccc2ncnc(Nc3ccc(C)c(C)c3)c2c1	108	7	5	108	-5	-4	-1.7	-8	7.0
52	COc1ccccc1/C=C/c1nc2ccccc2c(=O)o1	105	/	1	101	-3	/	-2.2	-7	0.4
53	Cc1ccc(-n2nc(C(=O)N3CCOCC3)cc2-c2ccc(Cl)cc2)cc1	94	36	-8	94	7	11	-2.5	1	-1.7
54	CC(C)Oc1ccc(C2CC(=O)N(c3cccc(C(=O)O)c3)C2=O)cc1 (configuration not stated)	101	14	2	102	-7	-9	1.7	-6	-0.2
55	CCc1ccc(N(CC(=O)NC)S(C)(=O)=O)cc1	99	-3	4	101	-15	9	-0.2	11	-0.1
56	Cc1cc(C)nc(NS(=O)(=O)c2ccc(NC(=S)NC(=O)C(C)C)cc2)n1	102	3	3	105	-9	-13	0.5	-2	1.3
57	COc1ccc(OC)c(NC(=O)CSc2nnc(C)n2Cc2ccccc2)c1	99	0	-1	98	-2	0	-0.8	-4	0.1
58	COc1cccc(C(c2sc3ncnn3c2O)N2CCc3ccccc3C2)c1 (configuration not stated)	97	-71	0	97	0	-17	0.7	/	0.1
59	CCCc1cc(C(=O)Nc2ccc(Cl)cn2)cs1	103	7	1	100	-13	26	/	-5	/
60	CC1CCCCC12NC(=O)N(CC(=O)Nc1cccnc1Cl)C2=O (configuration not stated)	98	16	-4	99	0	41	/	-4	/
61	COc1ccc(C2CC(=O)C(C=NCCN3CCN(C(=S)Nc4ccccc4)CC3)=C(O)C2)cc1 (configuration not stated)	100	17	-4	102	-3	4	-0.1	-5	0.6
62	O=C(CSc1nnc(Cc2ccc(Cl)cc2)o1)Nc1ccccc1	96	18	-13	92	12	39	0.6	-9	1.8
63	CCN(CCCC(=O)c1ccc(F)cc1)CCc1ccccc1	110	21	2	118	1	-11	2.7	-4	-0.7
64	Cc1cc(OC(C)C(N)=O)nc(-c2ccccc2)n1 (configuration not stated)	101	0	-3	97	-6	20	-0.1	-2	0.8
65	OCCCn1c(C2CCCN2c2nc(-c3ccc(F)cc3)cs2)nc2cc(C(F)(F)F)ccc21 (configuration not stated)	102	/	0	103	/	/	-0.7	-1	0.1
66	COCCCNc1ncnc2sc3c(c12)CCC(C)C3 (configuration not stated)	102	-50	1	102	-2	-8	-1.9	-3	-1.0
67	COc1ccccc1N1CCN(S(=O)(=O)c2ccc(Cl)s2)CC1	0.0*[inhibitor]	4	-39	-4.0*[inhibitor]	1	-4	0.6	-1	0.2
68	CN(C)CCCNC(=O)/C(=C/c1ccc(-c2ccc([N+](=O)[O-])cc2)o1)NC(=O)c1ccccc1	104	12	16	111	1	-26	0.8	-10	1.2
69	COc1cccc(NC(=O)Nc2ccccc2SC)c1	99	11	-1	96	-8	28	-2.3	-3	0.3
70	CCOC(=O)N1CCC(NC(=O)c2ccc(CS(=O)(=O)c3ccc(OC)cc3)o2)CC1	97	2	3	100	-10	-19	0.8	-2	0.1
71	O=C(Cn1nnc(-c2ccccc2F)n1)NCc1ccco1	108	8	11	106	-8	66*	-0.7	-3	-0.6
